NCOA3 inh: inhibitors of human steroid receptor coactivator 3 (SRC3); Q9Y6Q9; inhibition, % at 3.6 µM; 360,000 compounds, 0.17% hits; HEK293 GAL4-SRC3 luciferase reporter, luminescence;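 active = inhibition above a per-campaign cutoff, the mean of all compounds plus 3 SD, cut at about 60% in these data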;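 note: 0% = DMSO-treated cells and 100% = gossypol-treated cells at 36 µM; higher means less SRC3-driven luciferase light from the GAL4 reporter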
TWEAK Fn14 block: inhibitors of TWEAK-Fn14 interaction signaling; AID 1159606; 360,000 compounds, 2% hits; TWEAK-stimulated Fn14 reporter cells, luciferase luminescence, 8 h; inhibition, % at 10 µM; in the data active = inhibition above about 50%
TLR9-MyD88 inh: TLR9-MyD88 interaction inhibition; 340,000 compounds, 0.21% hits; Q9NR96+Q99836; CHO BLA complementation TLR9-MyD88, CCF4 FRET ratio; inhibition, % at 4.98 µM; AID 504734;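 active = inhibition above the mean over all tested compounds plus 3 SD, cut at about 21% in these data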;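 note: 0% = DMSO only wells and 100% = clavulanate BLA inhibitor control wells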
Target sequence (Q99836 whole entry, looked up): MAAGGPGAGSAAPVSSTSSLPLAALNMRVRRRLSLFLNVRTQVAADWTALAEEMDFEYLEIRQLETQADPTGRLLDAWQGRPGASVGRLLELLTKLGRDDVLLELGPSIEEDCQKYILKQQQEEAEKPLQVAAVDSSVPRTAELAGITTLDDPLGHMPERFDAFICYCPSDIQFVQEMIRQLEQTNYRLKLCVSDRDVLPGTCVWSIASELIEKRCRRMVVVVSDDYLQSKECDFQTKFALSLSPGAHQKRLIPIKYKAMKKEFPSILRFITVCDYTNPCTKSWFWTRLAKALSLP
Target sequence (Q9NR96 whole entry, looked up): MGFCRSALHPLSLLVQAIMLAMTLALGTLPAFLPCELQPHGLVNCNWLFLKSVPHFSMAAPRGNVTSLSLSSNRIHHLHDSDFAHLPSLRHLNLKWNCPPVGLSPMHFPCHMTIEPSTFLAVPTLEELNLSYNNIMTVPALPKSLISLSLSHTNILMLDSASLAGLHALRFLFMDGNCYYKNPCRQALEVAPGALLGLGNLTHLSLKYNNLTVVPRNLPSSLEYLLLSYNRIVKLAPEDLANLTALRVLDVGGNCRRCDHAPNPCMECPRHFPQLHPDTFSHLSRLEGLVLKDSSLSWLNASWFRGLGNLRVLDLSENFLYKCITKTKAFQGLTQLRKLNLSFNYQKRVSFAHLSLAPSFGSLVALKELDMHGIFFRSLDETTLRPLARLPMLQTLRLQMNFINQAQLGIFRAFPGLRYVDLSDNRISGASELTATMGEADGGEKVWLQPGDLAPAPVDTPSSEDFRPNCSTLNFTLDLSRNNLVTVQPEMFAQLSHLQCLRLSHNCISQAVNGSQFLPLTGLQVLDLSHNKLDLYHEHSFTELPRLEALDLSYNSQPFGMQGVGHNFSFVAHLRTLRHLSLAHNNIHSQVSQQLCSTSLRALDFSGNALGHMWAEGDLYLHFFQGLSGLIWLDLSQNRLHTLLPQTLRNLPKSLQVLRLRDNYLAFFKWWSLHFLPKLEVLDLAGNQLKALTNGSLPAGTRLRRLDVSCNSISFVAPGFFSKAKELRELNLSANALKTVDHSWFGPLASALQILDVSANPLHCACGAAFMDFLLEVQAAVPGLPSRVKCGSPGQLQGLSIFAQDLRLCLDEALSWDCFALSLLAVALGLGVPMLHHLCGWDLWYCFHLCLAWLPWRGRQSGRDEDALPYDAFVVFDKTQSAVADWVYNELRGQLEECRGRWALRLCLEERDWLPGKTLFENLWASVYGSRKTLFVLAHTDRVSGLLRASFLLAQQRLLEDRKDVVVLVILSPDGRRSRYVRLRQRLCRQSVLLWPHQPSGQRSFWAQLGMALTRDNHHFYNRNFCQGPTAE
SRC1 inh: human NCOA1 inhibition. Q15788. HEK293 GAL4-SRC1 luciferase reporter, luminescence. inhibition, % at 3.6 µM. 360,000 compounds, 0.12% hits. AID 588354;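 active = inhibition above the campaign mean plus 3 SD, with each screening campaign given its own cutoff, cut at about 60% in these data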;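 note: 0% = DMSO treated cells and 100% = gossypol at 36 µM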
LMP1 NFkB inh: reduces LMP1-driven NF-kappaB luciferase signal; 350,000 compounds, 0.69% hits; inhibition, % at 12.5 µM; LMP1-induced NF-kappaB luciferase reporter cells, luminescence; AID 504558; in the data active = inhibition above about 41%;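 note: 0% = neutral control wells and 100% = reference inhibitor control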
TRAIL sens C8: caspase-8 TRAIL sensitization. inhibition (viability loss, TRAIL sensitization), % at 10 µM. AID 624354. NB7+C8 cells + TRAIL, ATPlite viability luminescence. 360,000 compounds, 1% hits;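 active = compounds causing at least 50% loss of cell viability in the single-dose screen, relative to plate controls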
COUP-TFII inh: NR2F2 (human) inhibition, primary screen; inhibition, % at 8.6 µM; P24468; HEK293T NGFI-A luciferase reporter, luminescence; 370,000 compounds, 0.7% hits;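 active = inhibition above a per-plate cutoff, mean inhibition of test wells between control levels plus 3 SD, cut at about 38% in these data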;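 note: cells cotransfected with COUP-TFII expression vector driving the NGFI-A reporter; 0% = median of COUP-TF2 test wells and 100% = reporter-only cells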
NOD2 RIPK2 PPI: blocks binding of human NOD2 to RIPK2. O43353. CHO BLA complementation NOD2-RIPK2, CCF4 ratio. inhibition, % at 4.98 µM. 360,000 compounds, 0.38% hits. AID 624267; in the data active = inhibition above about 21%;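 note: 0% = vehicle only and 100% = reference blocker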
LRH-1 inv ag: inverse agonists of human LRH-1 (NR5A2). O00482. HEK293T StAR-luciferase reporter, LRH-1 transfected, 24 h. inhibition, % at 3.6 µM. 360,000 compounds, 0.13% hits. AID 602396;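 active = inhibition above the mean inhibition of all tested compounds plus 3 SD, cut at about 73% in these data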;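 note: 0% = DMSO wells and 100% = reporter-only cells lacking LRH-1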
NCOA2 inhibitor: inhibits human steroid receptor coactivator 2; HEK293 GAL4-SRC2 luciferase reporter, luminescence; 370,000 compounds, 0.17% hits; AID 651957; inhibition, % at 9 µM; Q15596;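 active = inhibition above the mean inhibition of all tested compounds plus 3 SD, set per campaign, cut at about 52% in these data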;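 note: 0% = DMSO treated cells and 100% = cells given Gossypol at 36 µM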
TROY signal inh: inhibitors of TROY-dependent NF-kB signaling | Q293 LMP1-TROYcd NF-kB luciferase reporter, 4 h | inhibition, % at 10 µM | 360,000 compounds, 0.98% hits;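 active = compounds whose plate-normalised and pattern-corrected inhibition of the luciferase reporter signal at the single screening dose is 50% or more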
The depositor's hits bear a star; nt = no result given. These rows are one share of the data; the hit share may differ from the screen's.

Results follow in this order: NCOA3 inh, TWEAK Fn14 block, TLR9-MyD88 inh, SRC1 inh, LMP1 NFkB inh, TRAIL sens C8, COUP-TFII inh, NOD2 RIPK2 PPI, LRH-1 inv ag, NCOA2 inhibitor, TROY signal inh
- COC(=O)c1c(C)oc2ccc(N(C(C)=O)S(=O)(=O)c3ccccc3)cc12
  9.2, 22.0, 3.7, 0.1, 9.0, 18.8, 3.2, 2.0, 10.4, -30.0, 8.5
- COc1ccc(OCC(=O)OCC(=O)Nc2cc(S(=O)(=O)N3CCOCC3)ccc2Cl)cc1
  -2.9, 16.8, -6.5, 4.1, 4.1, 1.1, -2.3, 0.2, 7.3, 5.2, 3.8
- CCOC(=O)C1CCN(C(=O)c2cc3ccc(OC)cc3[nH]2)CC1
  -36.0, -9.8, -5.6, -44.9, -13.8, 3.4, -9.9, -15.0, -35.5, -3.3, -43.0
- O=S(=O)(Nc1ccc2[nH]ncc2c1)c1ccccc1Cl
  -2.2, 10.8, -0.3, -6.1, 3.1, -7.9, -0.1, 1.4, 17.6, -25.5, -3.4
- COc1ccc(NCCc2ccccn2)cc1
  -45.6, -24.3, 0.5, -33.6, -14.3, -2.0, -3.3, -10.2, -32.3, -50.5, -38.8
- COc1ccc(CCNC(=O)c2cc(-c3ccccc3)c(N3CCOCC3)s2)cc1OC
  21.6, 10.6, -5.9, 14.2, 4.7, 1.2, 24.9, -9.8, 20.7, 8.8, 12.1
- C[C@H](CO)N1C[C@H](C)[C@@H](CN(C)S(=O)(=O)c2cn(C)cn2)Oc2ccc(NC(=O)Cc3ccccc3)cc2C1=O
  -19.1, 2.3, 0.5, -6.1, 5.7, 5.8, 5.3, -1.8, 1.4, -3.0, 8.4
- Nn1c(SC/C=C/c2ccccc2)nnc1-c1ccccn1
  -9.5, 16.3, -1.5, -21.8, 0.2, 3.3, 10.3, -6.5, -1.4, -31.4, 26.2
- C#CCOC(=O)c1csc2nnsc12
  6.4, 15.5, -6.5, -18.0, -6.8, -11.0, 9.6, 5.9, -1.5, -2.9, 3.2
- CNc1nc(N)c([N+](=O)[O-])c(N2CCCCCC2)n1
  0.1, -2.5, -4.0, -54.5, -3.8, 7.5, 6.8, -18.6, -10.6, -10.8, -2.9
- Cc1ccc2c(c1)N(CCC(=O)NC1CCCCC1)C(=O)CO2
  10.8, 37.9, -2.3, -3.7, 2.3, 5.0, 1.6, -7.2, 4.7, 0.0, 1.8
- Cc1ccc(N2C(=O)C3C(C(=O)c4ccccc4)=NN(c4ccccc4)C3C2=O)cc1 (centres undefined)
  -0.8, -8.2, 3.3, -12.9, 1.4, -2.3, -7.4, -4.4, 4.6, 2.2, -19.4
- O=S(=O)(c1ccccc1)c1nc(-c2ccco2)oc1NCc1ccco1
  -38.9, 3.5, 2.8, -28.1, -2.6, 4.8, -18.9, 0.4, -35.6, -8.2, -16.6
- CC(C)c1ccc(C(=O)N2CCCC(c3cc(C(=O)NCc4ccccc4)no3)C2)cc1 (centres undefined)
  -9.1, 18.0, nt, -15.7, nt, 11.9, 17.4, -6.4, 30.5, 9.1, 20.7
- CCOc1cccc2cc(C(=O)NCc3ccc(F)cc3)c(=N)oc12
  26.7, 17.8, -8.2, -14.8, 0.3, 6.0, 12.5, 0.7, 3.4, -10.4, 1.2
- CSc1nc2nc3c(cc2c(=O)n1-c1ccccc1C)COC(C)(C)C3
  -4.0, 19.4, -5.3, -4.0, -10.0, -3.9, -11.0, 8.1, 6.5, -7.5, 9.9
- Cc1cc2[nH]c(=O)c(=O)[nH]c2cc1S(=O)(=O)N1CCN(c2ccccc2F)CC1
  -18.7, -4.9, -8.6, -22.6, -0.4, -21.4, 18.9, -0.6, -22.4, -3.1, -18.2
- O=S1(=O)CC(N2CCN(Cc3ccccc3F)CC2)CN1Cc1cn(Cc2cccc(Cl)c2)nn1 (centres undefined)
  nt, 6.9, nt, nt, nt, -22.1, 13.7, -18.3, 24.4, -4.5, -3.4
- O=C(c1cc2c(=O)n3ccccc3nc2s1)N1CCN(Cc2ccc3c(c2)OCO3)CC1
  13.2, 25.7, 1.7, 15.3, 1.0, -7.9, -4.0, 1.5, 13.0, 1.6, 6.2
- CC1=C(C(=O)OC(C)C)C(c2ccc(Cl)cc2)n2c(s/c(=C\c3ccc(OCC(=O)O)cc3)c2=O)=N1 (centres undefined)
  2.5, 11.9, -5.2, -0.2, -2.0, 5.8, -9.6, -2.5, -6.6, 2.7, 14.9
- C=C(C)CN(CC)C(=O)COc1ccc(S(=O)(=O)Nc2ccc(OC)cc2)cc1
  8.0, 2.7, 6.2, 9.0, 7.1, -9.7, 14.1, 3.6, 3.7, 16.6, -4.0
- COC(=O)c1cccc(C23CC4(C2)[C@H](CN(C)[C@@H]4c2ccccc2)C3c2ccc(C(F)(F)F)cc2)c1 (some centres undefined)
  7.2, 2.4, -6.1, 5.7, -0.8, -5.1, -4.2, -4.0, -18.1, -8.6, 13.7
- COc1ccc(OCc2nnc3n2N=C(c2ccccc2)C(CC(=O)O)S3)cc1 (centres undefined)
  6.6, -0.9, 0.9, 9.7, 1.1, 11.0, 1.9, 0.2, 20.6, 1.1, -2.0
- FC(F)(F)c1cnc(Oc2ccccc2-c2nnco2)c(Cl)c1
  4.1, 18.3, 2.7, -8.9, 6.5, 8.0, -6.6, -0.9, 1.6, 20.7, 18.8
- CC(C)NC(=O)C(c1ccc(F)cc1)N(C(=O)CCC(=O)Nc1ccccn1)C1CCCC1 (centres undefined)
  6.9, 25.9, -6.3, -14.3, -4.1, -12.6, -4.8, -2.0, 2.2, -16.4, -2.0
- O=C(O)CCCC(=O)N1CCCC1
  18.2, 3.1, -6.3, -25.3, 0.7, -5.6, 11.3, 3.4, 11.5, 16.8, 1.4
- O=C(OCN1C(=O)c2ccccc2C1=O)c1cccc(OC(F)F)c1
  12.4, -36.0, -0.2, -10.5, 2.5, 13.4, 2.5, -6.8, 12.7, -15.2, -3.3
- COc1ccc(S(=O)(=O)NCC(c2ccc(F)cc2)N2CCOCC2)cc1Br (centres undefined)
  5.9, 4.6, 4.7, 6.1, 3.1, 0.0, 5.6, -4.0, 25.4, 6.0, -0.3
- O=C(CN1CCCC1)Nc1ccc(Br)cc1
  1.7, -1.1, 6.6, 5.4, -0.2, -12.4, -7.2, 4.6, 1.7, 3.6, 1.1
- Cc1ccc(N=Cc2c(O)c3ccccc3oc2=O)c(C)c1
  12.3, 57.0*, 0.8, -7.2, 7.1, 2.2, 2.0, 9.2, -10.1, -2.8, 54.6*

Structures above with an aryl thioether with sulfur outside any ring (2):
Results follow in this order: NCOA3 inh, TWEAK Fn14 block, TLR9-MyD88 inh, SRC1 inh, LMP1 NFkB inh, TRAIL sens C8, COUP-TFII inh, NOD2 RIPK2 PPI, LRH-1 inv ag, NCOA2 inhibitor, TROY signal inh
- Nn1c(SC/C=C/c2ccccc2)nnc1-c1ccccn1
  -9.5, 16.3, -1.5, -21.8, 0.2, 3.3, 10.3, -6.5, -1.4, -31.4, 26.2
- CSc1nc2nc3c(cc2c(=O)n1-c1ccccc1C)COC(C)(C)C3
  -4.0, 19.4, -5.3, -4.0, -10.0, -3.9, -11.0, 8.1, 6.5, -7.5, 9.9

More results follow.
Results follow in this order: NCOA3 inh, TWEAK Fn14 block, TLR9-MyD88 inh, SRC1 inh, LMP1 NFkB inh, TRAIL sens C8, COUP-TFII inh, NOD2 RIPK2 PPI, LRH-1 inv ag, NCOA2 inhibitor, TROY signal inh
- CCOC(=O)C1(C)CCCN1C(=O)c1snnc1C (centres undefined)
  -15.5, 22.4, nt, -5.0, nt, 6.9, -43.3, -0.9, -3.1, -3.4, -0.3
- Cc1cc(C)nc(NC(C)(C)C(=O)O)n1
  3.1, -2.4, 11.3, 4.5, -16.9, 0.0, 12.5, 4.5, -13.1, -8.3, -6.6
- OCC[C@@H]1C[C@H](O)[C@@H](O)[C@@]2(OCCCc3ccccc32)O1
  3.7, 8.7, -4.9, 0.7, -27.8, 1.9, 11.0, -6.6, -15.8, -31.3, 12.2
- COc1cccc(-c2n[nH]nc2C2=CC(=O)CC(C)(C)C2)c1
  0.8, 4.1, 6.7, -3.2, 0.3, 7.3, 1.0, 5.5, 6.6, 5.3, 7.3
- CCCc1ccc(C(=O)NC(=O)c2ccccc2O)cc1
  -22.3, 56.5*, 0.0, -39.5, 6.2, 74.2*, -18.6, 2.1, -61.2, -12.3, 34.4
- O=C(COC(=O)c1ccc2c(c1)OCO2)NCc1ccc2c(c1)OCO2
  18.7, 1.4, 11.6, 0.5, -1.7, 8.8, -23.9, -3.9, -0.2, -18.9, 2.8
- COc1ccc(C(=O)N[C@H](C(=O)NCc2ccccc2)C(C)C)cc1
  0.2, -11.7, -2.5, -8.7, 2.6, -16.6, 2.9, -1.4, -0.4, 14.6, -4.5
- O=C1CN(S(=O)(=O)c2cc(Cl)ccc2Cl)c2ccccc2N1
  1.2, 42.5, -3.0, 3.4, -3.1, 5.4, -6.6, -6.3, -16.8, -7.8, -3.4
- CC(C)(C)NC(=O)C[C@H]1C[C@H](C(=O)N2CCOCC2)[C@@]2(C)c3[nH]c4ccc(Cl)cc4c3CCN2C1=O
  -7.1, 15.3, -3.4, 8.0, -7.8, -8.9, -3.4, -1.6, 3.3, 9.6, -1.0
- Cc1cscc1-c1ccc(C(=O)Nc2c(C)cccc2C)o1
  -26.0, -2.9, nt, -5.5, nt, 3.3, 5.5, 9.8, -9.5, -1.6, -2.3
- OC(C#CCCN1CCCCC1)(c1ccccc1)c1ccccc1
  -2.3, -1.8, nt, -26.9, 2.5, -5.1, 6.9, -4.2, -13.8, -16.9, -32.5
- CCc1ccc2oc(C(=O)NCC(c3ccc(OC)cc3)N3CCCCC3)c(C)c2c1 (centres undefined)
  3.1, -14.2, 10.0, -18.0, -70.7, 17.9, 3.5, 9.4, -7.5, -40.7, 6.3
- Cc1coc2cc3oc(=O)ccc3cc12
  -0.6, -10.2, 7.5, 4.8, -4.1, -4.4, 7.4, -16.1, -7.4, -13.2, 0.6
- NN=C(c1cccc([N+](=O)[O-])c1)c1cccc([N+](=O)[O-])c1
  13.1, -29.4, nt, 7.5, nt, 0.5, 1.9, -0.1, 8.0, 13.3, 6.4

Source: PubChem (several laboratories)
